aSyn tox rescue – inhibitors of alpha-synuclein toxicity in yeast; AID 1347070; 94,000 tested, 0.02% active; S. cerevisiae alpha-synuclein toxicity rescue, BacTiter-Glo growth, 24 h; Potency, µM (series often up to 46.1 µM), for inactives: at the top dose growth rescue (activation), usual class: activators; active = well fitted activation curve with a large enough effect; inconclusive = small, poorly fitted or top-dose-only effect; also: 0% is about no effect
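Growth restoration measured by BacTiter-Glo luminescence after 24 hr at 30 deg C; alpha-synuclein yeast, raffinose-pregrown to mid-log, were added at OD600=0.02 in galactose medium onto pinned compounds.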
* = called active by the depositor; ? = inconclusive; [ ] = remark or other dose. Potency is read from the fitted curve at half-maximal effect. Not all compounds are listed. The share of hits here may be higher or lower than overall.

SMILES | aSyn tox rescue
Cc1cccc(N2CCN(C(=O)c3ccc(CS(=O)c4cccc(Cl)c4)o3)CC2)c1C (configuration not stated) | ?
Cc1[nH]c(=O)[nH]c(=O)c1S(=O)(=O)N1CCC(C(=O)NC(C)c2ccccc2)CC1 (configuration not stated) | -2%
CCN1CCN(c2ccc(NC(=O)c3ccco3)cc2Cl)CC1 | -7%
O=C1CC(c2ccccc2)Sc2nc(-c3ccc(F)cc3)nn21 (configuration not stated) | -7%
O=C(NCc1ccco1)C1CCCN1C(=O)Nc1ccc(Br)cc1 (configuration not stated) | 5%
CC(C)N(Cc1ccccc1)S(=O)(=O)c1ccc(-c2cc(C(F)(F)F)on2)s1 | 8%
Cc1ccccc1OCC(=O)Nc1ccc2nc(SCC(=O)N3CCc4ccccc43)sc2c1 | -1%
Cc1ccc(Cl)cc1N1CCN(C(=O)c2cn(C3CCCCC3)c(=O)c3c2c2ccccc2n3C)CC1 | 3%
COCCN(Cc1cc2ccc(C)cc2[nH]c1=O)S(=O)(=O)c1ccccc1 | -1%
C[C@@H]1CC[C@H](O)/C=C/C(=O)O[C@H](C)CC[C@H](O)/C=C/C(=O)O1 | 1%
CCc1noc(C)c1C(=O)Nc1nc2ccc(F)cc2s1 | 11%
CN(C)S(=O)(=O)c1cccc(NC(=S)NC23CC4CC(CC(C4)C2)C3)c1 | -8%
Clc1cccc(NCc2cn3cccnc3n2)c1 | -7%
CCc1noc(C)c1C(=O)N(C)CC(=O)Nc1ccccc1C(F)(F)F | -1%
O=C(Nc1ccccc1)N1CCN(S(=O)(=O)c2ccccc2)CC1 | 5%
Cc1ccc(N2CCN(C(=O)CCc3c(C)nc4c(c3C)c(=O)n(C)c(=O)n4C)CC2)c(C)c1 | 7%
COC(=O)c1nnn(-c2nonc2N)c1CSc1nnc(N)s1 | -13%
Cc1ccc(NC(=O)CSc2nc(-c3ccc(F)cc3)nc3c2Cc2c(CO)cnc(C)c2O3)cc1C | 1%
O=C(COC(=O)CCc1c[nH]c2ccccc12)Nc1cccc(Cl)c1 | 5%
COc1ccc(-c2c(C)nn3c(C(F)(F)F)cc(C)nc23)cc1 | 1%
Cc1cc(=O)oc2cc(OCC(=O)OCC(=O)Nc3ccc(C(N)=O)cc3)ccc12 | 2%
CCOC(=O)c1c(C)oc2ccc(N(C(=O)c3ccncc3)S(=O)(=O)c3ccc(Br)cc3)cc12 | 8%
O=S(=O)(/N=C(\c1ccc(F)cc1)N1CCOCC1)c1ccccc1 | 8%
CCN(CC)C(=O)C1=C(C)N(CCCN2CCCC2=O)C(=O)C(CC(=O)NCCN2CCOCC2)C1 (configuration not stated) | 0%
CC(C)C1N=C(c2ccc3c(c2)OCO3)CC(c2ccccc2O)N1 (configuration not stated) | -5%
Cc1ccc(CN2C(=O)C3(c4ccccc42)N(c2ccc(C)c(Cl)c2)C(=O)CS3(=O)=O)cc1 (configuration not stated) | 18%
O=C1OCCC1=COCCCCCCOC=C1CCOC1=O | -5%
CCOc1ccc2oc(C(=O)NNC(=O)c3ccccc3O)c(C)c2c1 | 4%
COC(=O)c1cc(NC(=O)c2ccc(-c3ccccc3)cc2)ccc1Cl | 3%
COc1ccc(NC(=O)c2sc3nc4c(cc3c2N)CN(Cc2ccccc2)CC4)cc1OC | -10%
O=C(c1ccccc1)N1CCN(c2ccc(NCc3ccc4c(c3)OCO4)cc2)CC1 | 6%
O=C(N/N=C/c1ccccc1C(=O)O)c1cccc(S(=O)(=O)Nc2cc(Cl)ccc2Cl)c1 | -13%
Cc1ccc(-c2nnc3ccccc3c2C(=O)Nc2ccccc2F)cc1 | 6%
O=C(CN(C(=O)c1csnn1)c1cccc2ccccc12)NCc1ccccc1 | 7%
Cc1ccc(C)c(Cn2c(=O)n(CCCC(=O)NCc3ccco3)c(=O)c3ccccc32)c1 | 8%
Cc1ccc(CS(=O)(=O)c2ncc(Cl)c(C(=O)Nc3nc4ccc(C)cc4s3)n2)cc1 | 9%
Brc1cccc(-c2nn(-c3ccccc3)c3c2cnc2cc4c(cc23)OCO4)c1 | 5%
COc1cccc(-n2cc(C(=O)OCc3ccc(F)c(F)c3)c3ccccc3c2=O)c1 | 4%
CC(=O)Nc1cccc(NC(=O)c2ccc(S(=O)(=O)NCc3ccco3)cc2)c1 | 8%
CC(C)(c1ccccc1)c1ccc(OCC2CO2)cc1 (configuration not stated) | 8%
Cc1ccc(-c2nnc(Nc3ccc(OCC(N)=O)cc3)c3ccccc23)cc1S(=O)(=O)N(C)C | 0%
O=[N+]([O-])c1ccc(Cl)c(NC(=S)N2CCCC2)c1 | ?
Nc1c(-c2nc(-c3cccs3)no2)nnn1-c1cccc(F)c1 | 3%
COc1ccc(C(C(=O)NCc2ccccc2)N(C(=O)Cn2nnc3ccccc32)c2ccc(F)cc2)cc1 (configuration not stated) | 1%
O=C(c1ccc2c(c1)N(Cc1ccc(Cl)cc1)C(=O)c1ccccc1S2(=O)=O)N1CCN(Cc2ccccc2)CC1 | 8%
CCCCCn1c(=N)n(CC(O)COc2cccc(C)c2)c2ccccc21 (configuration not stated) | -4%
CC(C)Oc1ccc(CNC(=O)CN2C(=O)CCc3cc(S(=O)(=O)N4CCCCC4)ccc32)cc1 | -5%
CCCCC(=O)NS(=O)(=O)c1ccc(N=NN2CCOCC2)cc1 | -6%
Cc1ccn2c(Nc3ccc(C(C)C)cc3)c(-c3cccnc3)nc2c1 | 2%
CCc1cc2c(cc3c(=O)n(CCCC(=O)NCc4cccc(Cl)c4)ncn32)s1 | 2%
CC(C)(C)C(=O)C[n+]1ccc(C(N)=O)cc1 | 2%
Cc1cccc(-c2noc(CNC(=O)c3ccccc3Br)n2)c1 | -7%
CCOC(=O)c1nc2ccccc2c(=O)[nH]1 | 5%
CCC(Sc1nc2ncccc2[nH]1)C(=O)Nc1ccccc1F (configuration not stated) | -1%
Cc1nc2c(=O)[nH]c3ccccc3c2o1 | 1%
O=C(CCCc1ccccc1)NC1CC(=O)N(c2ccc(F)cc2)C1 (configuration not stated) | 3%
CCOC(=O)C(=O)NCC(c1cccs1)S(=O)(=O)c1ccc(F)cc1 (configuration not stated) | 17%
O=C(CSCc1ccc(F)cc1)N1CCc2c([nH]c3ccccc23)C1c1ccccc1 (configuration not stated) | ?
Cc1ccc(N2CCN(C(=O)c3cc(S(=O)(=O)N4CCCCC4)c[nH]3)CC2)c(C)c1 | -5%
CCC(=O)Nc1sc2c(c1C(=O)Nc1ccccc1C)CCC(C)C2 (configuration not stated) | 0%

Later entries:
SMILES | aSyn tox rescue
O=C(Nc1ccccc1F)c1c[nH]c(=O)[nH]c1=O | 10%
CCn1nnc2cc(C(=O)Nc3cccc(C(F)(F)F)c3)ccc21 | -5%
Cc1c2cnn(CC(=O)NCCN3CCOCC3)c(=O)c2c(C)n1Cc1ccccc1F | -2%
Cc1ccc(NC(=O)CSc2nnc(Cc3ccccc3)c(=O)[nH]2)c(C)c1 | -11%
CCCOc1ccc(C2=NC(c3ccc(F)cc3)=Nc3ccc(OC)cc3N2)cc1 | -29%
O=C(NC(C(=O)N/N=C/c1ccccn1)c1n[nH]c(=O)c2ccccc12)c1ccccc1 (configuration not stated) | 3%
CCOC(=O)C1CCN(c2c(NCCN(CC)c3ccccc3)c(=O)c2=O)CC1 | 1%
Cc1nnc(NC(=O)CSc2nnc(CNC(=O)c3ccccc3)n2-c2ccccc2)s1 | -2%
CCCCc1nnc(NC(=O)c2nc3nccc(C)n3n2)s1 | -6%
Cc1ccc(OCCCCn2c(CCNC(=O)C(C)(C)C)nc3ccccc32)cc1 | 5%
Cc1[nH]c(N=Nc2ccccc2)nc1N=Nc1ccccc1 | 16%
Cc1ccc(CSCc2ccc(C(=O)NCCC(C)C)o2)cc1 | 16%
CCCCN(C(=O)c1cccc(-n2cccc2)c1)c1c(N)n(CCCC)c(=O)[nH]c1=O | -48%[inhibitor]
CCN(CC)C(=S)NC(=O)C12CC3CC(CC(C3)C1)C2 | -2%
Cc1cnc(C(=O)OCC(=O)Nc2ccc(C)c(S(=O)(=O)N(C)C)c2)cn1 | 1%
CC1(C)CC(=O)C2=C(C1)OC1=C(C(=O)CC(C)(C)C1)C2c1cc([N+](=O)[O-])cc([N+](=O)[O-])c1O | -6%
C/C(=N\NC(=O)C(N)=O)c1ccc(NC(=O)c2cccs2)cc1 | -22%
CC(C)Sc1nc2ncnc(N)c2[nH]1 | -21%
COc1cc(OC)cc(C(=O)NCCCN2CCN(CCCNC(=O)c3cc(OC)cc(OC)c3)CC2)c1 | 14%
COc1ccc(N2CCN(C(=O)c3cc4c(=O)n(Cc5ccco5)ccc4nc3C)CC2)cc1 | 2%
COCC(=O)NCc1nc2cccnc2n1Cc1ccc(F)cc1 | -6%
COc1ccc(N2CCN(C(=O)c3cc4c(s3)-c3c(C)cccc3OC4)CC2)cc1 | -6%
CCc1nnc(NS(=O)(=O)c2ccc(NC(=O)c3cccc(OC(F)(F)C(F)F)c3)cc2)s1 | -9%
Cc1cc(C(=O)NC2CCCCCCC2)ccc1[N+](=O)[O-] | 7%
Cc1ccc(CNC(=O)CCCCn2c(=O)[nH]c3ccsc3c2=O)cc1 | -1%
O=C(C(Cc1ccccc1)n1cccc1)N1CCCCC1 (configuration not stated) | -3%
CCOC(=O)C1CCCN(S(=O)(=O)c2cc3c(cc2C)NC(=O)CO3)C1 (configuration not stated) | 3%
COc1ccccc1C(=O)NNC(=O)C(=O)NC1CCCCC1 | 11%
C[C@H]1CN([C@@H](C)CO)C(=O)CCCn2nncc2CO[C@H]1CN(C)C(=O)c1ccc(N2CCN(C)CC2)cc1 | -1%
Fc1cccc(Cc2noc(CN3CCOCC3)n2)c1 | -4%

Fetched one by one from above (5):
SMILES | aSyn tox rescue
C[C@H]1CN([C@@H](C)CO)C(=O)CCCn2nncc2CO[C@H]1CN(C)C(=O)c1ccc(N2CCN(C)CC2)cc1 | -1%
Fc1cccc(Cc2noc(CN3CCOCC3)n2)c1 | -4%
COc1ccccc1C(=O)NNC(=O)C(=O)NC1CCCCC1 | 11%
O=C(C(Cc1ccccc1)n1cccc1)N1CCCCC1 (configuration not stated) | -3%
C/C(=N\NC(=O)C(N)=O)c1ccc(NC(=O)c2cccs2)cc1 | -22%

The listing picks up with the six entries that preceded the break.
SMILES | aSyn tox rescue
Cc1ccc(CNC(=O)CCCCn2c(=O)[nH]c3ccsc3c2=O)cc1 | -1%
O=C(C(Cc1ccccc1)n1cccc1)N1CCCCC1 (configuration not stated) | -3%
CCOC(=O)C1CCCN(S(=O)(=O)c2cc3c(cc2C)NC(=O)CO3)C1 (configuration not stated) | 3%
COc1ccccc1C(=O)NNC(=O)C(=O)NC1CCCCC1 | 11%
C[C@H]1CN([C@@H](C)CO)C(=O)CCCn2nncc2CO[C@H]1CN(C)C(=O)c1ccc(N2CCN(C)CC2)cc1 | -1%
Fc1cccc(Cc2noc(CN3CCOCC3)n2)c1 | -4%
COc1cccc(C2C(C(=O)OC(C)C)=C(C)N=c3s/c(=C\c4ccc(C(=O)O)cc4)c(=O)n32)c1 (configuration not stated) | 6%
CCCCOC(=O)/C(C#N)=C/c1ccc(-c2cccc(C(F)(F)F)c2)o1 | -7%
COc1ccc(S(=O)(=O)c2c(Nc3ccc(C)cc3)sc(C(=O)c3ccc4c(c3)OCO4)c2N)cc1 | 1%
Cc1cc(C)cc(N(C(=O)c2snc(C(N)=O)c2N)C(C(=O)NCC2CCCO2)c2cccs2)c1 (configuration not stated) | 18%
Cc1ccc(Cn2cc(S(=O)(=O)c3ccccc3)c(=O)c3cc(F)c(N4CCOCC4)cc32)cc1 | 4%
O=C(c1ccco1)N1CCC(c2nc3c(nnn3Cc3c(Cl)cccc3Cl)c(=O)[nH]2)CC1 | 8%
CC1CCN(C(=O)Cn2c(=O)n(CCCCCC(=O)NCc3ccccc3Cl)c(=O)c3sccc32)CC1 | -9%
O=C(NC(=S)Nc1ccccc1N1CCOCC1)c1ccco1 | 5%
COc1cc(/C=N/NC(=O)c2ccccc2O)ccc1OCC(=O)Nc1ccccc1 | 4%
CCCc1cc(=O)[nH]c(Nc2cccc(Cl)c2Cl)n1 | 4%
Cc1ccc(NS(=O)(=O)c2ccc3c(c2)oc(=O)n3C)cc1F | 0%
O=C1COCC(=O)N1CCc1c[nH]c2ccccc12 | -2%
Cc1ccccc1S(=O)Cc1ccc(C(=O)NCc2ccccc2Cl)o1 (configuration not stated) | -9%
O=C(O)[C@H](Cc1ccccc1)N1Cc2ccccc2C1=O | 3%
O=C(CSc1nnc(-c2cccc(Cl)c2)o1)N1CCc2ccccc21 | 0%
O=C(Cn1cc(SCc2cccc(Cl)c2)c2ccccc21)N1CCCCCC1 | 6%
N#CCCn1cc(C(=O)Nc2ccc(C(=O)O)cc2)c(-c2cc3ccccc3o2)n1 | 11%
CCOC(=O)c1ccc(NC(=O)CC2C(=O)N(c3ccccc3)C(=O)N2Cc2ccc(C)cc2)cc1 (configuration not stated) | -2%
COc1ccc(NC(=O)N(C)C[C@@H]2OCc3cnnn3CCCC(=O)N([C@H](C)CO)C[C@@H]2C)c(OC)c1 | 6%
Cc1ccc(C(C)C)c(OCc2ccc(C(=O)N/N=C/c3cccc(O)c3O)cc2)c1 | ?
O=C(N/N=C/C(Cl)=C/c1ccccc1)c1ccncc1 | 5%
CCOc1ccc(NC(=O)NCCCN2CCN(c3ccc(OC)cc3)CC2)cc1 | -9%
Cc1ccc(N2CC(NC(=O)c3ccc(S(=O)(=O)N4CCCC4)cc3)CC2=O)cc1 (configuration not stated) | 5%
C[C@@H]1CNC(=O)c2c(C(=O)NCc3ccc(CNC(=O)OC(C)(C)C)cc3)ncn21 | 2%
CC(=O)c1cc(-c2ccccc2)n(CCC(=O)Nc2cc(C)cc(C)c2)c1C | 7%
CCn1cc2nc(SCc3ccc(F)cc3)n(Cc3ccc(Cl)cc3)c(=O)c2n1 | 1%
CNc1ccc(Br)cc(C(=O)/C=C/c2ccc(Cl)cc2Cl)c1=O | 13%

Some of the entries so far, in CSV form.
mol,aSyn tox rescue
O=C(Nc1ccccc1)N1CCN(S(=O)(=O)c2ccccc2)CC1,5%
Fc1cccc(Cc2noc(CN3CCOCC3)n2)c1,-4%
